Bioassay records from PubChem.
Autophagy HCS = autophagy modulation, high-content screen; calls only at 10 µM (by protocol); MEF GFP-LC3 puncta imaging; test concentration mostly 10 µM; 190,000 tested, 0.98% active;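 active means percentage of spot-positive cells more than 3 SD above its plate mean, without a fluorescence outlier flag or 80% toxicity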;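 further: spot-positive cell cutoff set from DMSO-treated cells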
ER stress rescue = rescue of cells from ER stress-induced death, primary screen, 384-well, CSM14.1, thapsigargin, ATP luminescence (AID 1222). CSM14.1 thapsigargin-induced death rescue, ATP luminescence; higher % means a stronger effect. cellular ATP content (survival), % at 20 µM, or EC50 in µM where a hit was titrated. 190,000 tested, under 10 active;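 active means EC50 below 50 µM in the dose-response confirmation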;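 further: death triggered by thapsigargin at about 15 µM added after 2 h compound pretreatment; cell ATP read after overnight thapsigargin exposure of roughly 18 to 22 hours; normalized against plate controls of thapsigargin alone and 5% DMSO vehicle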
Dynein cargo inh = dynein cargo transport inhibition; z-score, hits read low; 220,000 tested, 0.47% active; AID 1381; 3617.4 mouse cells, GR-EGFP nuclear translocation imaging; test concentration mostly 20 µM; stimulated with dexamethasone, 1 µM; active compounds read low;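 active means plate z-score of nuclear minus cytoplasmic receptor signal below a set negative limit, without overly bright fluorescence or cell loss, cut at about -3.5 in these data, passing the limit was not always enough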;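 further: z-score of nuclear minus cytoplasmic ring GR-EGFP intensity difference per well; some compounds called inactive have numbers as strong as hits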
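medium = tetracycline-free induction medium containing charcoal-stripped FBS | probe or stimulus = dexamethasone, 1.0 µM final | timing = 48 h induction, then 1 h compound, then 30 min agonist, 37 °C | detection = automated 10x imaging of fixed Hoechst-stained cells | read-out basis = nuclear versus cytoplasmic GR-EGFP signal, averaged per well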
Insulin prom up = MIN6 insulin promoter up-regulation. MIN6 insulin promoter-GFP reporter, high-content imaging; active compounds read high. z-score at 5 µM. 190,000 tested, 0.3% active;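 active means z-score above 3 at 5 µM with at least 500 cells counted in the well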
Yfh1-depleted yeast = enhancers of respiration in Yfh1-depleted yeast, dose response, Friedreich's ataxia, plus single-dose screen (AID 1465); S. cerevisiae Yfh1-off respiration, WST-1 reduction, 72 h; higher fold induction means a stronger effect; one-dose fold induction at 50 µM; EC50 in µM for titrated hits; 220,000 tested, 0.074% active;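 active means fold induction of absorbance versus untreated yeast above a set limit, then at least 30% activation at any dose in follow-up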;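 further: activators that raise dye reduction in frataxin-depleted yeast; strong numbers were not always called active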
Lipid droplet = modulators of hepatic lipid droplet formation; 240,000 tested, 0.4% active; AML12 mouse hepatocytes, oleate lipid droplets, BODIPY imaging; inhibition, % at 6.5 µM;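 active means lipid droplet intensity inhibited by at least 50%, with more than 500 cells counted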
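Assay system: AML12 hepatocytes (mouse); Probe or stimulus: oleic acid at 100 µM to induce lipid droplet formation; Dosing: compound at 6.5 µM only; Schedule: compound with oleate, overnight; Detection: fluorescence imaging, 20x objective, two fields per well; Measure: % inhibition of lipid droplet signal.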
MT stabilizer = microtubule stabilizers in HeLa cells; HeLa tubulin immunostaining HCS, 24 h; share of cells brighter than vehicle mean+2SD; % tubulin-high responders, % at 10 µM; 200,000 tested, 0.83% active; AID 2205;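 active means plate Z-score above 3 for both tubulin-high and condensed-nucleus cell shares, with cell loss under 80%, at 10 µM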;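 further: anti alpha tubulin signal scored within the nucleus-defined area of each cell; some results filed as inactive read as strong as hits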
P. falciparum M1AAP = malaria alanyl aminopeptidase activity blockers – biochemical, fluorogenic H-Leu-NHMec substrate, 1536-well (AID 1445) | 220,000 tested, 0.42% active | inhibition, % at 30 µM, or IC50 in µM where a hit was titrated | recombinant M1AAP, H-Leu-NHMec fluorogenic kinetic assay; higher % means a stronger effect;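 active means primary inhibition above the hit cutoff, then over 50% inhibition at one or more dose response concentrations, cut at about 23% in these data, passing the limit was not always enough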;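 further: plate controls were DMSO full reaction for no effect and no enzyme background for full effect; strong numbers were not always called active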
M17LAP inhibition = P. falciparum M17LAP inhibitors, primary screen, biochemical, fluorogenic H-Leu-NHMec substrate, 1536-well (AID 1619). recombinant M17LAP, H-Leu-NHMec fluorogenic kinetic assay; higher % means a stronger effect. inhibition, % at 30 µM, or IC50 in µM where a hit was titrated. 220,000 tested, 0.38% active;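 active means compound inhibiting the enzyme by more than half at any dose during confirmatory dose-response retesting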;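 further: plate controls were full reaction with DMSO carrier for no effect and no enzyme background for full effect; strong numbers were not always called active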
Dynein cargo inh cytoplasmic EGFP = recorded beside Dynein cargo inh, whose call it bears; z-score; measured here: cytoplasmic GR-EGFP intensity; active compounds read high
Dynein cargo inh nuclear GR-EGFP = second read-out of Dynein cargo inh, no call of its own (marks repeat the call); z-score; measured here: nuclear GR-EGFP intensity;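 lower value marks the stronger effect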
Dynein cargo inh cell count = recorded beside Dynein cargo inh, whose call it bears; z-score; measured here: cell count per field
Insulin prom up cell count = recorded beside Insulin prom up, whose call it bears; cell count; measured here: cytotoxicity, nuclei count;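 total cells summed across four imaged fields per well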
Lipid droplet cells 6.5 µM = second read-out of Lipid droplet, no call of its own (marks repeat the call); cell count; measured here: cell count, cytotoxicity flag;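 cells counted across two imaged fields per well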
MT stabilizer Hoechst-high % = further read-out of MT stabilizer, marked with its call; % Hoechst-high responders; measured here: nuclear condensation Hoechst responders;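 share of cells brighter than vehicle mean plus two SD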
MT stabilizer cytotoxicity % = further read-out of MT stabilizer, marked with its call; toxicity, %; measured here: cytotoxicity by cell density;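 0% = mean cell density of plate MIN control wells and 100% = no cells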
Autophagy HCS cell loss 18 h = second read-out of Autophagy HCS, no call of its own (marks repeat the call); toxicity, %; measured here: cell loss, nuclei count;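 cell loss after 18 h compound exposure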
* = called active by the depositor; i = inactive; . = no result given; & = joins results of further samples. This is a subset (hit frequency here may not be typical).

SMILES	Dynein cargo inh nuclear GR-EGFP	Dynein cargo inh cytoplasmic EGFP	Insulin prom up	MT stabilizer	Insulin prom up cell count	Lipid droplet cells 6.5 µM	Autophagy HCS cell loss 18 h	Dynein cargo inh cell count	Dynein cargo inh	ER stress rescue	Autophagy HCS	Yfh1-depleted yeast	M17LAP inhibition	MT stabilizer cytotoxicity %	Lipid droplet	P. falciparum M1AAP	MT stabilizer Hoechst-high %
CCCc1nc(C(C)(C)O)c(C(=O)O)n1Cc1ccc(-c2ccccc2-c2nn[nH]n2)cc1	.	.	-0.1	.	1430	531	.	.	.	-2.8%	.	i	1.1%	.	-113.5	-0.7%	.
O=C(O)CCC(=O)c1ccc(-c2ccccc2)cc1	-0.051	-0.185	.	2.6	.	692	10.2	0.777	-0.481	6.5%	i	i	37.7%	5.6	7.8	0.7%	2.4
Cc1cncn1CCc1nc2c3ccccc3nc(SCC(=O)Nc3cccc(Cl)c3)n2n1	-0.0394	-0.295	.	3.4	.	388	8.6	-0.0759	0.57	-4.6%	i	i	10.2%	9.0	-40.7	-5.9%	3.5
CC1Cc2ccccc2N1NC(=O)c1ccc(Cl)c(S(N)(=O)=O)c1 (configuration not stated)	0.194	-0.285	.	2.7	.	.	17.1	0.721	0.0141	2.0%	i	i	13.8%	8.1	.	-3.2%	2.3
COc1ccc(C[C@H]2COC(=O)[C@@H]2Cc2ccc(OC3OC(CO)C(O)C(O)C3O)c(OC)c2)cc1OC (some centres not stated)	0.0164	-0.139	-0.67	3.4	852	733	-7.0	0.411	-0.613	-0.4%	i	i	-3.2%	4.9	-14.0	7.7%	2.7
CCn1cc(C(=O)O)c(=O)c2cnc(N3CCNCC3)nc21	0.556	-0.097	.	2.4	.	647	-5.0	0.305	0.17	0.9%	i	i	11.6%	9.3	-8.9	8.6%	1.3
CCCCNc1ccc(C(=O)OCCN(C)C)cc1	-0.217	-0.203	.	4.2	.	755	22.9	0.615	-0.795	9.6%	i	i	-0.6%	11.0	-28.2	1.7%	2.7
COc1ccc(C2CNC(=O)C2)cc1OC1CCCC1 (configuration not stated)	0.263	-0.288	-0.275	3.3	1528	745&740	23.9	1.05	0.148	-3.2%&-0.5%	i	i	-2.5%&-8.0%&-7.6%	8.9	-0.4&-4.6	-5.7%&0.5%&-8.0%	2.8
CC(=O)CCCCn1c(=O)c2c(ncn2C)n(C)c1=O	0.991	-0.106	-0.61&-0.53	1.2	857&1499	742&737	1.0	-1.21	1.73	3.6%&0.6%	i	i	19.9%&1.8%	6.4	-5.9&-2.1	2.0%&4.6%	1.0
C/C=C(/C)C(=O)OC(C)(C)[C@@H]1Cc2c(ccc3ccc(=O)oc23)O1	0.325	-0.289	0.35	2.3	1236	714	-50.9	0.735	-0.0383	-5.3%	i	i	-1.1%	6.3	-7.2	6.3%	2.3
C/C=C/C(=O)N(CC)c1ccccc1C	.	.	-0.31	.	1329	733	.	.	.	-2.7%	.	i	4.4%	.	29.1	-2.9%	.
C1COC(NC(C2CC2)C2CC2)=N1	-0.317	-0.169	.	3.3	.	720	40.2	0.587	-0.995	2.4%	i	i	-7.3%	5.1	4.9	3.2%	2.6

Another view of part of the listing above.
Screens in order – Dynein cargo inh nuclear GR-EGFP	Dynein cargo inh cytoplasmic EGFP	Insulin prom up	MT stabilizer	Insulin prom up cell count	Lipid droplet cells 6.5 µM	Autophagy HCS cell loss 18 h	Dynein cargo inh cell count	Dynein cargo inh	ER stress rescue	Autophagy HCS	Yfh1-depleted yeast	M17LAP inhibition	MT stabilizer cytotoxicity %	Lipid droplet	P. falciparum M1AAP	MT stabilizer Hoechst-high %
COc1ccc(C[C@H]2COC(=O)[C@@H]2Cc2ccc(OC3OC(CO)C(O)C(O)C3O)c(OC)c2)cc1OC (some centres not stated)
  0.0164	-0.139	-0.67	3.4	852	733	-7.0	0.411	-0.613	-0.4%	i	i	-3.2%	4.9	-14.0	7.7%	2.7
CCn1cc(C(=O)O)c(=O)c2cnc(N3CCNCC3)nc21
  0.556	-0.097	.	2.4	.	647	-5.0	0.305	0.17	0.9%	i	i	11.6%	9.3	-8.9	8.6%	1.3
CCCCNc1ccc(C(=O)OCCN(C)C)cc1
  -0.217	-0.203	.	4.2	.	755	22.9	0.615	-0.795	9.6%	i	i	-0.6%	11.0	-28.2	1.7%	2.7
COc1ccc(C2CNC(=O)C2)cc1OC1CCCC1 (configuration not stated)
  0.263	-0.288	-0.275	3.3	1528	745&740	23.9	1.05	0.148	-3.2%&-0.5%	i	i	-2.5%&-8.0%&-7.6%	8.9	-0.4&-4.6	-5.7%&0.5%&-8.0%	2.8

(further entries)
SMILES	Dynein cargo inh nuclear GR-EGFP	Dynein cargo inh cytoplasmic EGFP	Insulin prom up	MT stabilizer	Insulin prom up cell count	Lipid droplet cells 6.5 µM	Autophagy HCS cell loss 18 h	Dynein cargo inh cell count	Dynein cargo inh	ER stress rescue	Autophagy HCS	Yfh1-depleted yeast	M17LAP inhibition	MT stabilizer cytotoxicity %	Lipid droplet	P. falciparum M1AAP	MT stabilizer Hoechst-high %
CN1CCCN=C1COC(=O)C(O)(c1ccccc1)C1CCCCC1 (configuration not stated)	0.532	-0.309	.	2.3	.	723	10.4	0.657	0.177	-2.6%	i	i	1.9%	9.7	14.5	4.2%	1.7
O=C(O)c1cccnc1Nc1cccc(C(F)(F)F)c1	0.378	-0.288	.	3.3	.	737	8.9	0.418	0.37	0.1%	i	i	20.2%	7.9	4.5	9.4%	3.0
Cc1cccc2c1NC(=O)C2(c1ccc(O)cc1)c1ccc(O)cc1	-0.346	-0.211	-0.37	2.5	1551	.	4.0	0.0452	-0.472	-3.7%	i	i	-2.0%	8.8	.	6.0%	1.1
CCCCCC(=O)O[C@]1(C(C)=O)CC[C@H]2[C@@H]3CCC4=CC(=O)CC[C@]4(C)[C@H]3CC[C@@]21C	-0.0011	-0.238	.	6.2	.	682	20.7	0.756	-1.12	-0.3%	i	i	-5.5%	5.2	-14.0	19.9%	2.8

As entered above:
In MT stabilizer Hoechst-high %, O=C(O)c1cccnc1Nc1cccc(C(F)(F)F)c1 is listed with 3.0
In MT stabilizer cytotoxicity %, Cc1cccc2c1NC(=O)C2(c1ccc(O)cc1)c1ccc(O)cc1 is listed with 8.8
